Rac1 wt modul = alters GTP binding to wildtype human Rac1 | GTP binding activity (% of control), % at 10 µM | P63000 | 190,000 tested, 0.27% active | GST-Rac1 beads, fluorescent GTP binding, flow cytometry; actives lie on both sides; 0 = cold GTP competed, 100 = untreated | AID 757;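 active means GTP binding activity at least 20 points away from the 100% control level, either lower or higher; inconclusive means compound flagged as likely green fluorescent, judged across all proteins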
Pf gametocyte = inhibitors of late stage P. falciparum gametocyte viability. P. falciparum stage V gametocytes, ATP luminescence, 24 h. inhibition, % at 10.9 µM. 150,000 tested, 0.065% active. AID 743093;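 active means inhibition above the mean plus 3 SD of compounds within the control limits, set per campaign, cut at about 38% in these data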;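 further: 0% = DMSO wells and 100% = medium only without gametocytes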
Bim-Mcl-1 = inhibitors of Bim-Mcl-1 interaction, human; Q07820; Bead-based flow cytometry, Bim peptide-Mcl-1 binding; inhibition, % at 10 µM; 190,000 tested, 0.1% active; in the data active means inhibition above about 40%;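 further: 0% = no compound tracer wells and 100% = peptide blocker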
Target sequence (Q07820 whole entry, looked up): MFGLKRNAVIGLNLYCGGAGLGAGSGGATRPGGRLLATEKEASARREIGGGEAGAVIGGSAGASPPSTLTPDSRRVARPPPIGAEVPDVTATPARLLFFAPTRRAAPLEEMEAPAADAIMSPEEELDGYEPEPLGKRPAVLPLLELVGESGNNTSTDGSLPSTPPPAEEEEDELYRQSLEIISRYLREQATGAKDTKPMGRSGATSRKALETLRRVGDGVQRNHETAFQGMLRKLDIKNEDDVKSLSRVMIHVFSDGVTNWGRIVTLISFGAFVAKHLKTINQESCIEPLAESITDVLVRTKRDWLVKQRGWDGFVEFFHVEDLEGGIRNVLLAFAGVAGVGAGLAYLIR
Cdc42 wt GTP = human Cdc42 wildtype GTP binding change, either direction. 190,000 tested, 0.2% active. GST-Cdc42 beads, Bodipy-GTP binding, flow cytometry; actives lie on both sides. P60953. percent activity (GTP binding), % at 10 µM;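 active means percent activity GTP binding at least 20 points away from the 100% baseline, either down as inhibitor or up as activator; inconclusive means compound flagged as likely green fluorescent from well-wide comparison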;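 further: median bead fluorescence of bound Bodipy-FL-GTP at 100 nM; 0% = excess unlabeled GTP control and 100% = no compound control; below 100% means less GTP binding so inhibitor and above means activator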
Target sequence (P60953 whole entry, looked up): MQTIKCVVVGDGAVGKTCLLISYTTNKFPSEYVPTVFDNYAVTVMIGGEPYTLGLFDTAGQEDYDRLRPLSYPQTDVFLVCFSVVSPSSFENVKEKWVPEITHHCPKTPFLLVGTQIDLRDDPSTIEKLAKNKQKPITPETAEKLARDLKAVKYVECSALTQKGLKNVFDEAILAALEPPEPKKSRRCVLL
Rac1 mut GTP = human Rac1 activated mutant GTP binding change; percent activity (GTP binding), % at 10 µM; AID 764; 190,000 tested, 0.11% active; P63000; GST-Rac1 activated beads, fluorescent GTP binding, flow cytometry; actives lie on both sides; 100% means binding = to untreated wells;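 active means GTP binding at least 20 percentage points away from the 100% baseline, in either direction, so actives lie on both sides; inconclusive means Compound likely fluorescent itself, or too few beads counted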
Rab7 wt modul = modulators of GTP binding to dog Rab7 wildtype GTPase. GST-Rab7 beads, fluorescent GTP binding, flow cytometry; actives lie on both sides; untreated = 100%, excess cold GTP = 0%. GTP binding activity (percent of control), % at 10 µM. 190,000 tested, 0.055% active;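 active means fluorescent GTP binding to Rab7 beads changed by at least 20 points from the 100% baseline, either direction, mostly lower; inconclusive means compound itself probably fluorescent, or too few beads counted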;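 further: median green fluorescence of bound Bodipy-FL-GTP per Rab7 bead population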
Mcl1 Noxa PPI = Mcl-1/Noxa interaction inhibition; inhibition, % at 21.7 µM; 220,000 tested, 1.5% active; Q07820; AID 1022; TR-FRET Mcl-1/Noxa peptide binding, 2 h;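 active means compounds that cut the protein-peptide binding signal by more than 50% relative to plate controls in a single-dose test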;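 further: His-tagged Mcl-1 with rhodamine Noxa BH3 peptide and terbium anti-His antibody; 0% = Mcl-1 plus Noxa peptide wells and 100% = peptide-only wells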
HRas wt GTP = human HRas wildtype GTP binding, change in either direction; GTP binding activity, % at 10 µM; 190,000 tested, 0.14% active; AID 759; GST-Ras wt beads, Bodipy-FL-GTP binding, flow cytometry; actives lie on both sides; P01112;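 active means GTP binding activity at least 20% away from the 100% baseline, either lowered as inhibitor or raised as activator; inconclusive means flagged as likely green fluorescent, judged across all proteins in the well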;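 further: 0% = unlabeled GTP competition control and 100% = no-compound control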
Target sequence (P01112 whole entry, looked up): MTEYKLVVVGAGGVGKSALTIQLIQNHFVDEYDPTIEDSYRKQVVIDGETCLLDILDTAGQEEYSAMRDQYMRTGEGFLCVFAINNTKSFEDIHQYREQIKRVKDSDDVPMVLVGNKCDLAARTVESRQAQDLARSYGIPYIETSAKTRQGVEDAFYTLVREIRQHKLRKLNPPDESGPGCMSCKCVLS
Rab2 wt GTP = changes GTP binding to wildtype dog Rab2A, up or down; P61105; GST-Rab2 wt beads, Bodipy-GTP binding, flow cytometry; GTP binding activity, % at 10 µM; 190,000 tested, 0.19% active; AID 760;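 active means GTP binding activity at least 20 points away from 100%, either lowered or raised; inconclusive means signal likely due to the compound's own green fluorescence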;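 further: 0% = beads with excess unlabeled GTP and 100% = no-compound control corrected for plate trend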
RGS8-Gao = modulates binding of RGS8 to human Galphao; response (percent of control binding), % at 10 µM; multiplexed bead flow cytometry; actives lie on both sides; AID 1423; P09471; 220,000 tested, 0.34% active; in the data active means response below about 60% or above about 140%; inactive means in between;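 further: Galphao activated as the GDP aluminium fluoride complex binding bead-coupled RGS8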
Target sequence (P09471 whole entry, looked up): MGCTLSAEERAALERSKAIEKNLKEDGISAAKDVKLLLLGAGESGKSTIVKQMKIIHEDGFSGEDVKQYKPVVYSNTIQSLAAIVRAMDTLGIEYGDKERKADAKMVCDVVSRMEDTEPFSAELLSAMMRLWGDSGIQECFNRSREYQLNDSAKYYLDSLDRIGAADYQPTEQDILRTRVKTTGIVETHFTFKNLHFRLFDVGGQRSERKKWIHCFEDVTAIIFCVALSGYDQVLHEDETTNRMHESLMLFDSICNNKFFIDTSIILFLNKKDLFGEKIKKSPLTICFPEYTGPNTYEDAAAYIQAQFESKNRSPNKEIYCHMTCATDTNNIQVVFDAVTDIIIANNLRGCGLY
Mcl1 Bid PPI = Mcl-1/Bid interaction inhibition; Q07820; TR-FRET Mcl-1/Bid-Dy647 peptide binding, 1536-well; inhibition, % at 21.7 µM; 220,000 tested, 0.97% active; AID 1021;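 active means compounds that cut the binding signal by more than half at the single screening dose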;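 further: His-tagged Mcl-1 with europium anti-His antibody binding Bid BH3 peptide; 0% = Mcl-1 plus peptide wells and 100% = peptide-only wells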
Numbers without * were called inactive; ? = inconclusive; . = not tested or not shown.

SMILES	Rac1 wt modul	Pf gametocyte	Bim-Mcl-1	Cdc42 wt GTP	Rac1 mut GTP	Rab7 wt modul	Mcl1 Noxa PPI	HRas wt GTP	Rab2 wt GTP	RGS8-Gao	Mcl1 Bid PPI
COc1cc(NC(=O)Cn2nnc(-c3ccncc3)n2)cc(OC)c1	94	20	-2	96	94	94	13	96	93	93	1
COc1ccc(NC(=S)NN2CCN(C)CC2)cc1OC	104	-2	-4	103	96	95	4	99	98	103	-26
Cc1nnc(NC(=O)c2cccc(S(=O)(=O)N3CCOCC3)c2)s1	113	-1	-8	105	99	104	17	101	103	109	5
Cn1cccc1/C=C1\SC(=O)N(c2ccccc2)C1=O	102	.	-5	97	98	98	21	99	100	101	-39
O=C(O)c1ccc(N2C(=O)C3C4c5ccccc5C(Br)(c5ccccc54)C3C2=O)cc1 (stereo not given)	94	-10	-1	96	92	103	9	97	96	101	-8
N#CC1=C(SCc2ccccc2)NC(=O)CC1c1cccc(O)c1 (stereo not given)	103	.	0	100	96	100	-18	100	101	102	-39
CC(=S)/C=C1\Sc2ccccc2N1C	110	.	-3	106	100	106	33	104	103	94	-28
O=C1Cc2ccccc2N1c1c(Cl)cccc1Cl	109	-8	1	101	101	101	2	102	103	96	5
O=C(Nc1ccc(N2CCN(C(=O)c3ccco3)CC2)c(Cl)c1)c1c(F)c(F)c(F)c(F)c1F	101	.	-4	101	100	97	2	99	97	102	-52
COc1ccc(OC)c2[nH]c(=O)c(CCNC(=O)Cc3cccs3)cc12	97	.	-2	96	96	99	1	97	94	100	-10
CC(=O)N1CCc2cc(Br)cc(S(=O)(=O)NCC3CCCO3)c21 (stereo not given)	102	-9	3	104	99	102	11	104	102	102	-27
COc1ccc(NS(=O)(=O)c2ccc3oc(SC4CCOC4=O)nc3c2)cc1 (stereo not given)	105	-5	-1	102	100	99	10	101	103	94	3
CCOC(=O)C1CCN(C(=O)C(C)N(c2ccc(Oc3ccccc3)cc2)S(C)(=O)=O)CC1 (stereo not given)	92	-20	0	91	88	97	0	92	93	103	-18
CCOc1ccc(C(=O)Nc2nc(C)cc(C)n2)cc1[N+](=O)[O-]	100	.	-1	94	97	100	7	98	99	102	-10
O=[N+]([O-])c1ccc(OCCn2cnc3ccccc32)cc1	102	6	-1	96	94	108	0	101	102	100	5
COc1ccc(C(CCN)Cc2ccccc2)cc1 (stereo not given)	97	-12	-4	96	97	96	9	98	99	101	-16
N#Cc1cccc(-c2cn(S(=O)(=O)c3ccc(Cl)cc3)nc2N)c1	100	23	-5	100	99	98	19	99	101	103	-21
O=C(NC1CCN(Cc2ccccc2)CC1)C(NS(=O)(=O)c1cccc2nsnc12)c1ccccc1 (stereo not given)	105	2	22	99	99	96	9	100	98	97	-3
C=C(C)c1cccc(C(C)(C)NC(=O)N2CC(C)OC(C)C2)c1 (stereo not given)	101	5	-4	101	98	100	5	99	101	98	-31
COc1c(C)cc(Br)cc1C(=O)Nc1ccc(N2CCN(S(C)(=O)=O)CC2)cc1	98	-9	1	99	97	96	0	98	96	96	0
COC(=O)Cn1c(C)c(C(C)=O)c(C(C)=O)c1C	103	.	-2	101	100	98	18	100	101	110	-15
CCCOc1ccc(C(=O)Nc2ccc(N3CCN(C(C)=O)CC3)cc2)cc1	102	.	0	101	100	103	10	101	103	101	-1
CCN(CC)C(=O)COc1cc(C)c(Cl)c(C)c1	105	.	-1	101	96	98	-15	99	98	97	0
COc1ccc(-c2nnc3n2N=C(C)CS3)cc1	100	-23	-2	99	96	101	12	98	99	100	-20

Reprinted from above (2 entries):
SMILES	Rac1 wt modul	Pf gametocyte	Bim-Mcl-1	Cdc42 wt GTP	Rac1 mut GTP	Rab7 wt modul	Mcl1 Noxa PPI	HRas wt GTP	Rab2 wt GTP	RGS8-Gao	Mcl1 Bid PPI
CCN(CC)C(=O)COc1cc(C)c(Cl)c(C)c1	105	.	-1	101	96	98	-15	99	98	97	0
COc1ccc(-c2nnc3n2N=C(C)CS3)cc1	100	-23	-2	99	96	101	12	98	99	100	-20

Additional records:
SMILES	Rac1 wt modul	Pf gametocyte	Bim-Mcl-1	Cdc42 wt GTP	Rac1 mut GTP	Rab7 wt modul	Mcl1 Noxa PPI	HRas wt GTP	Rab2 wt GTP	RGS8-Gao	Mcl1 Bid PPI
CC1CC(C)CN(S(=O)(=O)c2ccc(C(C)(C)C)cc2)C1 (stereo not given)	96	16	3	101	98	93	-1	99	93	104	-33
O=[N+]([O-])c1nn(-c2ccc3c(c2)OCCO3)n(O)c1=NCc1ccccc1Cl	105	.	-1	108	100	105	5	105	106	101	-12
CCc1ccc(N(C(=O)c2csnn2)C(C(=O)NC(C)(C)C)c2ccccn2)cc1 (stereo not given)	102	0	-1	98	98	95	7	97	96	102	-26
C=CCOc1c(CNc2ccc(C(=O)O)cc2)cccc1OC	104	8	-4	100	98	101	11	99	98	94	-13
COCCSc1nnc(NS(=O)(=O)c2ccc(C)cc2)s1	100	24	-2	96	95	95	12	97	94	100	10
OC1(c2cccc(C(F)(F)F)c2)CCN(c2ccc(-c3ccccc3)nn2)CC1	99	.	-7	98	97	92	7	96	97	97	-7
CCOC(=O)c1sc(=NC(=O)c2ccc(OC)c(OC)c2)n(C)c1C	108	-21	-3	108	105	107	25	106	105	101	-45
Cc1cccc(Nc2ccccc2C(=O)OCC(=O)N2CCOCC2)c1C	98	.	3	96	96	95	3	99	97	97	-48
COC(=O)c1ccc2c(c1)nc(C)n2CCO	96	6	-1	97	98	94	4	98	95	99	-5
O=C1CCCC(=O)C1=Cc1c[nH]c2ccccc12	102	4	-2	102	98	97	9	100	98	98	-10
CC1(C)CN=C(N(Cc2ccccc2)C(=O)Nc2ccccc2)S1	106	.	-5	102	100	96	8	101	100	101	-7
O=c1cc(CO)occ1OCc1cccc(C(F)(F)F)c1	106	29	-2	100	99	104	0	102	99	95	-32
Cc1nn(-c2ccccc2)c2c1C(c1ccncc1)C(C#N)=C(N)O2 (stereo not given)	104	-7	0	102	100	100	16	104	99	94	-32
Cc1ccc(-n2c(SCC(=O)Nc3nccs3)nc3c(c2=O)SCC3)cc1	98	10	0	100	96	96	14	97	95	101	-14
COc1cc(C(=O)O)ccc1OCc1c(C)noc1C	99	-28	3	100	99	105	3	103	102	107	-33
CCOC(=O)c1c(O)c2c([nH]c1=O)CCCC2	100	-43	0	97	99	96	8	98	97	95	0
OCCNc1nc2ccccc2n1-c1ncnc2sc3c(c12)CCC3	106	-2	1	105	101	102	26	102	103	102	-36
O=Cc1cn[nH]c1-c1ccccc1	97	.	-4	94	95	102	6	98	98	102	-8
CCN(CC)c1ccc(C2C(C(=O)Nc3ccccn3)=C(C)NC3=C2C(=O)CC(C)(C)C3)cc1 (stereo not given)	103	.	-3	103	101	97	16	101	102	100	-2
CCNC(=O)c1c(NC(=O)c2cc(-c3cc(C)ccc3O)n[nH]2)sc2c1CCCC2	107	7	-3	104	102	99	49	101	98	102	40
CCC/C=C(\CCC)C(NS(=O)(=O)c1cccc2cccnc12)c1ccc(C(=O)OC)cc1 (stereo not given)	102	.	0	101	97	100	25	101	99	102	0
O=C(Nc1cccc2cccnc12)c1cccnc1	104	.	-1	100	101	94	4	99	97	98	-25
Cc1ccc(N=Nc2c(C)[nH]n(C(N)=S)c2=O)cc1C	100	-28	-1	99	97	99	-1	98	97	102	-57
O=S(=O)(Nc1ccc(O)c(Sc2nc3ccccc3s2)c1)c1ccc(Cl)cc1	?	-20	-2	?	?	?	15	?	?	103	-8
C=C(C)COc1ccc2oc(C)c(C(=O)OCCOC)c2c1	99	-58	0	97	94	94	-10	97	96	127	-9
CC12CC3CC(C)(C1)CC(C(=O)Nc1nn[nH]n1)(C3)C2	101	21	0	101	99	102	17	101	101	101	7
COc1ccc(OC)c(S(=O)(=O)NCCO)c1	93	-7	-3	97	94	92	8	95	96	94	-5
O=C(O)c1csc(Cc2ccccc2)n1	?	-9	0	?	?	?	11	?	?	102	-8
COC(=O)c1sccc1NC(=O)CSc1nnnn1-c1ccccc1F	107	.	-3	100	95	102	7	102	96	101	-16
COc1ccc(CCN2C(=O)CCC2(C)C(=O)NC2CCCC2)cc1OC (stereo not given)	95	-14	-1	94	95	104	-3	96	97	96	-9
CN(Cc1ccccc1)C(=O)c1cnc2n(c1=O)CCS2	106	.	-4	102	99	95	20	101	102	103	-1
CC(=O)OCC1OC(n2ccc(=O)[nH]c2=O)C(O)C1O (stereo not given)	?	.	-2	?	?	?	12	?	?	100	3
COc1ccc(NC(=O)c2ocnc2C)cc1OC	107	.	0	105	101	97	3	103	101	97	-26
CC(=O)Nc1ccc(S(=O)(=O)Nc2ccc(Cl)nn2)cc1	101	-21	-1	97	99	94	9	95	96	99	8
CCN1CCCC1CN(Cc1cc2ccc(C)cc2[nH]c1=O)C(=S)Nc1cccc(OC)c1 (stereo not given)	108	4	0	106	103	102	19	102	103	102	-41
O=C(CC1S/C(=N\S(=O)(=O)c2ccc(F)cc2)N(c2ccccc2)C1=O)Nc1ccccc1 (stereo not given)	101	-11	-4	103	100	98	2	100	101	102	-22
CC[N+](CC)(CC)C/C(N)=N/O	102	10	0	106	101	102	6	101	103	102	-1
COc1ccc(Cc2nc(-c3cccs3)no2)cc1OC	104	.	-1	99	96	101	-3	100	100	98	3
Oc1c(Cl)cc(Cl)cc1C(C#Cc1ccccc1)N1CCOCC1 (stereo not given)	95	.	-2	96	95	94	15	96	95	104	24
COC(CNC(=O)C(C)n1nc(C)c2ccccc21)OC (stereo not given)	103	-32	7	101	95	95	9	102	102	98	-1
O=C(N/C(=C/c1cccnc1)C(=O)N1CCOCC1)c1ccccc1	?	-18	-4	?	?	?	-4	?	?	101	-17
CCN(CC)S(=O)(=O)c1ccc(/C=C/C(=O)OCC#N)cc1	100	-2	0	96	96	102	9	96	98	104	-14
Cc1sc2nc(C3CC3)nc(SCC(=O)N3CCCc4ccccc43)c2c1C	102	-11	4	97	99	98	11	98	99	102	-13
CC1=CC(=O)C=C(C)C1=NOC(=O)/C=C\c1ccccc1	108	.	-8	103	100	99	29	99	98	100	-12
COc1ccc(C2NCCc3c2[nH]c2ccccc32)cc1COc1ccc(F)cc1 (stereo not given)	102	-8	0	97	97	98	23	98	98	120	-4
CCCCOc1ccc(Cl)cc1CSc1nnc(C)n1N	95	-1	0	97	95	95	14	98	96	99	6
CSc1nc(C)cc(OCC(=O)n2nc(C)cc2C)n1	99	1	1	101	99	96	9	99	96	101	99*
Cc1ccc(NC(=O)C(Cc2ccccc2)NC(=O)OCc2ccccc2)cc1C (stereo not given)	99	-9	-7	99	100	94	2	98	97	103	-10

Source: PubChem (several laboratories)
